# Screens (PubChem BioAssay)
# hIAP activ – human IAP activation; activation factor at 10 µM; purified human IAP, CDP-Star luminescence, 30 min; hits give high values; 1 = vehicle-only enzyme, 0 = enzyme-free background; hit rate 0.16% among 330,000; P09923;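 active = activation factor of the enzyme at least 2-fold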; also: the source names both 10 and 20 µM as test concentration; values of inactives mirror those of a sister screen read the other way
# Target sequence (P09923 whole entry, looked up): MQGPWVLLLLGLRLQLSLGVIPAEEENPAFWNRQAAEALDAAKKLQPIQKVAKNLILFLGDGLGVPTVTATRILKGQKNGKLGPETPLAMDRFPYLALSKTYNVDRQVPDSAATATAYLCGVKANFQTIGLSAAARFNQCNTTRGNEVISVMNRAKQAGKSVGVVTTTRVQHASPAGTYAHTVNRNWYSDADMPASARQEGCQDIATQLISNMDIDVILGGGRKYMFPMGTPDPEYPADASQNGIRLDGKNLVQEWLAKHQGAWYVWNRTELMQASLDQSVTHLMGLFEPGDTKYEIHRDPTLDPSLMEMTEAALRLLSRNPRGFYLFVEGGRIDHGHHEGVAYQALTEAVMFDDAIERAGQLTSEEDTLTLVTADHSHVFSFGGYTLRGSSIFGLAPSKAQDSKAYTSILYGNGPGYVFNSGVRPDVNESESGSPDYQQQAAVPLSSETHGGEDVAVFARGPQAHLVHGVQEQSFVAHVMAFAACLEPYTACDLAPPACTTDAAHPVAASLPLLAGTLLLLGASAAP
# mIAP activ – increases mouse intestinal alkaline phosphatase activity | muIAP, CDP-Star luminescence, 30 min; hits give high values; 1 = vehicle-only enzyme signal, 0 = enzyme-free wells | activation factor at 10 µM | hit rate 0.24% among 330,000;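 active = activation factor of at least 2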; also: the source names both 10 and 20 µM as test concentration; values of inactives mirror those of a sister screen read the other way
#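 System: Mouse IAP enzyme | Also added: CDP-Star substrate | Dosing: Compounds dispensed in DMSO | Schedule: 30 min enzyme-substrate-compound incubation at room temperature | Technique: Chemiluminescence readout | Control set: DMSO-only wells and no-enzyme negative control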
# hIAP inh – blocks human intestinal alkaline phosphatase | purified IAP, CDP-Star luminescence, 30 min | AID 2544 | hit rate 0.12% among 330,000 | P09923 | inhibition, % at 10 µM;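 active = inhibition reaching a set limit with compound at 10 µM in the primary screen, cut at about 35% in these data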;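 also: plate controls were DMSO wells with enzyme for no effect and no-enzyme buffer wells for full effect; values of inactives mirror those of a sister screen read the other way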
# HKDC1 inh – blocks human hexokinase HKDC1 activity; Q2TB90; recombinant HKDC1, G6PDH/diaphorase resazurin coupled fluorescence; hit rate 0.16% among 340,000; inhibition, % at 20 µM;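 active = inhibition above about 35% when tested at 20 µM, limit read from the data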;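 also: plate controls were DMSO wells with enzyme for no effect and DMSO wells lacking enzyme for full effect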
#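 test system = in-house recombinant HK5 (HKDC1) enzyme | amount = HKDC1 at 5 µg/mL | control set = DMSO-enzyme wells negative, buffer-substituted wells positive | compound = one dose of 20 µM, 1% DMSO | schedule = reaction time 90 min, room temperature, protected from light | technique = resorufin fluorescence at 613 nm | reagent = glucose with 1 mM ATP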
# PfG6PD inh – PfG6PD (Plasmodium falciparum) enzyme inhibition; PfGluPho enzyme, NADPH resazurin-diaphorase fluorescence; inhibition, % at 20 µM; hit rate 0.78% among 350,000; AID 504690;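 active = inhibition reaching at least a set limit at 20 µM in the primary screen, cut at about 59% in these data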;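 also: 0% = DMSO wells with substrate and 100% = DMSO wells lacking glucose-6-phosphate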
# ATG4B inhibitor – inhibitors of human ATG4B cysteine protease; Q9Y4P1; hit rate 0.51% among 340,000; AID 504462; inhibition, % at 8.33 µM; ATG4B cleavage of LC3-PLA2, NBD-HPC fluorescence, 1 h; in the data active = inhibition above about 40%
# APOBEC3A inh – inhibitors of human APOBEC3A DNA deaminase; hit rate 0.41% among 330,000; AID 493011; inhibition, % at 20 µM; recombinant A3A, FAM/TAMRA ssDNA deamination fluorescence;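 active = at least 40% inhibition at 20 µM here, with at most 30% in a related deaminase screen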;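 also: plate controls were A3A with DMSO for no effect and wells lacking A3A enzyme for full effect; some results filed as inactive read as strong as hits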
# Target sequence (P31941 whole entry, looked up): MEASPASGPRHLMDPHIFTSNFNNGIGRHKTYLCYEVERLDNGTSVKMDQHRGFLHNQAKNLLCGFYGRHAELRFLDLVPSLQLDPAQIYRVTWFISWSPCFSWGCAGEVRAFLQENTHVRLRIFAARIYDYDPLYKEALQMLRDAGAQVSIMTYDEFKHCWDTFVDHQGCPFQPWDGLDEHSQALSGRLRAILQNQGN
# mIAP block – mouse IAP inhibition; purified mouse IAP, CDP-Star luminescence, 30 min; inhibition, % at 10 µM; hit rate 0.2% among 330,000; AID 2806;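 active = inhibition of at least 40% at 10 µM in the primary screen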;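 also: plate controls were DMSO with enzyme for no effect and no enzyme wells for full effect; values of inactives mirror those of a sister screen read the other way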
# Numbers without * were called inactive; x = not tested or not shown.
canonical_smiles,hIAP activ,mIAP activ,hIAP inh,HKDC1 inh,PfG6PD inh,ATG4B inhibitor,APOBEC3A inh,mIAP block
Cc1nn2c(nc(N3CCCCC3)c3ccccc32)c1C=O,0.91,1.1,9,0,-1,-3,0,-12
O=C(Nc1ccc(Br)cn1)c1cccc2c1-c1ccccc1C2=O,1,0.91,-3,4,11,10,3,9
Cc1ccc(C(C)C)c(OCCSc2nc3ccccc3n2CC(=O)O)c1,0.81,0.99,19,1,-7,5,-1,1
COc1ccc([N+](=O)[O-])cc1NC(=O)CSCc1cc(C)cc(C)c1,0.87,0.89,13,-8,59*,-11,-2,11
Cc1cc(C)n(CC(=O)NNC(=O)CCNC(=O)c2ccccc2Cl)n1,0.96,1,4,-5,-9,6,-1,-1
O=C(O)c1cccc(C(=O)O)c1,0.97,0.9,3,-1,15,-7,1,10
Cc1ccc(NC(=O)CSCC#N)cc1Cl,1,1.1,-3,-8,-10,-2,-1,-8
COc1cccc(C(=O)N2CCN(C3CCN(Cc4ccccc4)CC3)CC2)c1OC,1.1,1.1,-12,-7,3,0,2,-8
Cc1ccc2nc(-c3ccccn3)oc2c1,1,1.1,0,3,-4,-6,1,-6
Cc1cccc(CSc2nnc([C@@H]3CCCN3C(=O)OC(C)(C)C)o2)c1,1,0.92,-3,-5,-19,3,-3,8
CCc1cc(C(=O)COc2ccccc2F)c(O)cc1O,1.2,1,-21,0,-2,1,-1,-4
c1ccc(Oc2ncnc3oc(-c4ccccc4)cc23)cc1,1.3,1.1,-34,-8,3,-10,0,-12
Cc1ccc(N/N=C2\CC(=O)c3ccccc32)cc1Cl,0.91,0.83,9,x,x,x,0,17
COc1cccc(NC(=O)Nc2cc(C)ccc2OC)c1,0.75,1.3,25,1,9,6,-1,-26
CCN(CC)S(=O)(=O)c1ccc(Nc2nc3ccccc3n3nnnc23)cc1,1,0.93,-1,-2,-1,-10,-1,7
O=C(CN1CCCCC1)N1CCc2ccccc21,0.96,1,4,0,0,-4,-1,-1
C#CCOCCOCCOCCNc1nc(N2CCN(C(=O)CCCCCCCCCCNC(=O)[C@H](CCCCN)n3cc(C[C@@H](C)CC)nn3)CC2)nc(N2CCN(C(=O)CCCCCCCCCCNC(=O)[C@@H]([C@H](C)O)n3cc(C)nn3)CC2)n1,1,1.5,-2,-13,53,53*,1,-49
COc1ccc(S(=O)(=O)NCCN2CCOCC2)c2ccccc12,1.1,1.1,-6,-1,18,-1,3,-6
COc1ccccc1OCCSc1nc2ccccc2c(=O)[nH]1,0.97,0.98,3,-9,-1,-17,-3,2
Cn1c(=O)c2c(nc(CN3CCN(c4ccccc4F)CC3)n2CCN2CCOCC2)n(C)c1=O,0.92,0.98,8,1,2,-3,1,2
COCCn1c(SCC(=O)Nc2ccc(OC)c(S(N)(=O)=O)c2)nc2ccccc21,1.2,1.1,-19,-2,9,-12,-1,-7
Cc1cc(C)cc(NC(=O)CCC(=O)Nc2cc(C)on2)c1,0.85,1.1,15,-10,-19,-8,-3,-13
C=CCNC(=O)Cc1c(OC)ccc2cc(Br)ccc12,1,1.1,0,-5,-22,1,-2,-5
CC(=O)OCCn1c(C)[n+](CCOC(C)=O)c2cc(Cl)c(Cl)cc21,0.93,0.97,7,-13,-4,2,82*,3
CCn1ncc(CNC(=O)C2(C)CC2(Br)Br)c1C (stereo not given),1.1,0.99,-14,-15,0,-6,-3,1
CCN(CC)CCn1c(SCC(=O)NCc2ccco2)nc2c(sc3ccccc32)c1=O,1.1,0.91,-11,-7,0,4,1,9
CSCCC(NC(=O)c1cc(CC(C)C)oc1C)C(=O)O (stereo not given),1,0.98,-1,-2,-13,1,-1,2
Cc1cccc(NC(=O)Nc2ccc(Oc3c(F)c(F)c(F)c(F)c3F)cc2)c1,0.95,1.8,5,-6,10,-5,-1,-83
O=C(NCc1ccccc1)C1CCN(S(=O)(=O)c2cc([N+](=O)[O-])ccc2Cl)CC1,0.9,1,10,-2,-11,-5,-3,-3
O=S(=O)(c1ccc(Cl)cc1)N1CCN=C1SCc1ccc(Cl)c(Cl)c1,0.88,0.98,12,-3,3,-1,3,2
Cc1ccc(-c2cc(C(=O)Nc3c(C#N)cnn3C)no2)cc1,1.2,0.98,-18,-12,-14,2,-3,2
O=C1OCCC1Sc1nnc(-c2cccnc2)n1-c1ccccc1F (stereo not given),1,0.94,0,6,0,11,-1,6
CCOc1ccc(CN(C)C(=O)CNC(=O)C2CCCCC2)cc1OC,1.1,1,-13,1,-19,-7,2,-5
COc1cccc(NC(=O)CN(C)C(C)C(=O)N2CCCCC2)c1 (stereo not given),1,1,-2,-4,-14,3,-4,-1
COc1cccc(C2CC(C(F)(F)F)n3ncc(C(=O)NCc4ccco4)c3N2)c1 (stereo not given),0.94,1,6,-5,8,-22,-17,-2
CCOC(=O)COc1ccc2c(=O)c(-c3ccc(OC)c(OC)c3)c(C(=O)OCC)oc2c1,1,0.92,-1,-3,-1,-7,-3,8
Cc1ccc(C(=O)O/N=C(\N)c2ccccn2)cc1,1,1,0,-3,7,-1,-4,-2
C=CCNc1nc(C(=O)OCC(=O)c2ccccc2)cs1,1.1,1,-8,3,1,2,-1,-5
CCOc1cc(/C=C/C(=O)c2ccc(O)cc2)ccc1OCC(=O)N(C)C,0.97,0.9,3,-4,-16,3,-1,10
Cc1cc2nc(-c3ccc[nH]c3=O)n(Cc3cccc(F)c3)c2cc1C,1.2,0.97,-22,-1,6,0,-4,3
O=C(Cn1nc(C(F)(F)F)c2c1CCCC2)NC1CCCC1,0.93,0.92,7,-6,-8,-4,1,8
COc1ccc(Nc2nc(NCc3ccco3)nc(N/N=C/c3ccccc3F)n2)cc1,1,0.97,0,1,4,16,1,3
Cc1ccccc1N(C(=O)c1snc(C(N)=O)c1N)C(C(=O)NC1CCCCC1)c1ccc(O)cc1 (stereo not given),1,1,-2,-2,-6,10,-5,-3
COc1ccc(C2=NN(C(=O)CSc3cn(C)c4ccccc34)C(c3ccc(OC)cc3)C2)cc1 (stereo not given),0.95,0.93,5,1,4,2,-2,7
C=CCn1c(SCc2ccc(Cl)cc2)nc2c1c(=O)[nH]c(=O)n2C,1.1,0.89,-14,-2,12,-10,-2,11
CCC(C)NCC(=O)Nc1ccc([N+](=O)[O-])cc1C(=O)Nc1ccccc1F (stereo not given),1,0.89,0,0,12,-8,-1,12
O=C(Nc1ccc(Br)cc1)C1CC(c2c(F)cccc2Cl)=NO1 (stereo not given),0.83,0.96,17,4,2,23,-5,4
CC1=C(C)CS(=O)N(S(=O)(=O)c2ccccc2)C1 (stereo not given),0.9,1.1,10,1,55,-11,2,-5
CCCCCCCCC(=O)NCCOc1ccccc1,0.92,1,8,-3,3,3,5,-5
CC(=O)c1c(C)[nH]c(C(=O)OCC(=O)N(CC(C)C)C2CCS(=O)(=O)C2)c1C (stereo not given),0.92,0.95,8,-4,-1,-4,-3,4
c1ccc2c(c1)nc(CN1CCOCC1)n1c3ccccc3nc21,0.91,1,9,-7,-4,-5,1,0
O=C(O)CC1(CC(=O)NCc2csc(-c3cccs3)n2)CCCCC1,0.98,1.1,2,-3,-17,-3,-5,-5
CCc1ccc(Nc2nnc(SC3CCOC3=O)s2)cc1 (stereo not given),0.97,0.94,3,-10,19,-2,4,6
O=C(C[C@H]1C/C=C\CC[C@@H](Cc2ccc(F)cc2)C(=O)OC[C@H]2CCCN2C1=O)N[C@@H](CO)Cc1ccccc1,1.1,1,-7,2,-3,-23,3,-3
CCc1ccc(NC(=O)N2CCN(C(=O)C3CCCO3)CC2)cc1 (stereo not given),1,1,-2,-3,1,-6,-2,-3
Cc1ccnc(NS(=O)(=O)c2ccc(NC(=O)c3cc(-c4ccc(Br)cc4)nc4ccccc34)cc2)n1,1,0.83,-4,-5,-4,7,-5,17

# Next records
canonical_smiles,hIAP activ,mIAP activ,hIAP inh,HKDC1 inh,PfG6PD inh,ATG4B inhibitor,APOBEC3A inh,mIAP block
O=C(c1ccc(-n2c(SCc3cc(F)ccc3F)nc3ccccc3c2=O)cc1)N1CCOCC1,0.98,0.93,2,-3,-4,47*,-1,7
O=C(NN1CCOCC1)c1ccccc1NS(=O)(=O)c1ccc(F)cc1F,0.95,1.2,5,-3,-16,0,-2,-22
NC(=O)c1ccc(N2CCN(c3ccccc3F)CC2)c([N+](=O)[O-])c1,1,1,-1,-3,-23,45*,1,-2
CC(O)C1CCC2C3CC[C@H]4CC(O)CCC4(C)C3CC3(OCCO3)C12C (stereo not given in full),1.1,0.98,-8,2,-12,-2,0,2
Cc1ccc(S(=O)(=O)N(CC(O)CN2CCOCC2)c2cccc([N+](=O)[O-])c2)cc1 (stereo not given),1,1,-2,0,-8,3,4,0
C=C1CCC[C@]2(C)C[C@H]3OC(=O)C(CNCCN(C)C)[C@H]3CC12 (stereo not given in full),1.2,1,-17,-4,1,-7,0,-4
CN(C)S(=O)(=O)c1cccc(NC(=O)c2ccc(S(=O)(=O)N3CCCC3)cc2)c1,1,1,-3,-1,4,-2,-2,0
O=C(c1ccoc1)N1CCC(CO)(CCc2ccccc2)CC1,1,1,0,-6,8,-11,-4,0
Cc1c(C)n(C)c2ccc(C(=O)NCCCN3CCCC3)cc12,0.82,1,18,-4,24,-15,-7,-4
CCCC(=O)c1cc(-c2nc3ccccc3n2C)n(C)c1,1.1,1,-10,5,0,-9,-2,-5
Cc1ccc(C(=O)N/N=C/c2sc(=O)n(Cc3cccc(C(=O)O)c3)c2Cl)cc1,1.1,0.88,-6,-5,-3,2,-3,12
Cc1cc(C)c(OCC(O)CNC(C)(C)C)c(C)c1 (stereo not given),0.87,0.95,13,-7,3,-14,-1,5
O=c1c([N+](=O)[O-])c(N2CCOCC2)c2ccccc2n1-c1ccccc1,1,0.94,-2,-1,18,11,-1,6
COc1cccc(C=N[C@@H](CO)[C@@H](O)c2ccc([N+](=O)[O-])cc2)c1O,1.1,1.1,-8,-1,-9,-8,-1,-11
O=C(O)c1ccc(-n2cccn2)c([N+](=O)[O-])c1,0.96,0.92,4,-1,-8,-2,-2,8
COc1ccc(-c2cc(C(F)F)n3ncc(C(=O)Nc4c(C)n(C)n(-c5ccccc5)c4=O)c3n2)cc1,0.94,0.93,6,-1,-17,6,-1,7

# A portion from the list above, for reference:
canonical_smiles,hIAP activ,mIAP activ,hIAP inh,HKDC1 inh,PfG6PD inh,ATG4B inhibitor,APOBEC3A inh,mIAP block
Cc1c(C)n(C)c2ccc(C(=O)NCCCN3CCCC3)cc12,0.82,1,18,-4,24,-15,-7,-4
CCCC(=O)c1cc(-c2nc3ccccc3n2C)n(C)c1,1.1,1,-10,5,0,-9,-2,-5

# Continuation.
canonical_smiles,hIAP activ,mIAP activ,hIAP inh,HKDC1 inh,PfG6PD inh,ATG4B inhibitor,APOBEC3A inh,mIAP block
COc1ccc2[nH]c(=O)c(C(c3nnnn3C(C)(C)C)N(Cc3ccco3)CC3CCCO3)cc2c1 (stereo not given),0.96,0.9,4,-6,-5,-8,0,10
CCCCNc1c(-c2ccc(OC)c(Sc3ccc(OC)cc3)c2)nc2ccc(Cl)cn12,0.83,0.99,17,4,30,-6,-4,1
COc1ccc(NC(=O)COC(=O)CCc2cc(OC)c(OC)c(OC)c2)c([N+](=O)[O-])c1,0.92,1.1,8,-1,-3,-2,2,-6
Cc1ccc(C2CC(c3cccc(Cl)c3)n3nc(N)nc3N2)cc1 (stereo not given),0.88,0.84,12,-1,31,0,-5,16
